# High-throughput results deposited in PubChem BioAssay by National Center for Advancing Translational Sciences (NCATS).
# VP16 counter = inhibits Gal4-VP16 luciferase reporter, ROR gamma counter-screen | Potency, µM (top dose mostly 53.6 µM), for the others: at the top dose activity, negative = inhibition, actives largely listed as inhibitors | Drosophila S2 Gal4-VP16 UAS-luciferase, luminescence, 20 h | AID 2546 | hit rate 3.5% among 310,000;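 note: Gal4-VP16 expression switched on by copper sulfate through the metallothionein promoter; potency is the fitted concentration of half-maximal effect; % is set by controls: 0 for no effect and ±100 for the full control effect; nearly all actives have a fitted effect of over 50% in size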
# KCNH2 3.1 inh = KCNH2 3.1 (human) potassium channel inhibition; activity change, % (tested at about 1.8 µM); hit rate 0.95% among 340,000; U2OS KCNH2 3.1, thallium flux FluxOr; active compounds read low; AID 720553;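 active = maximum activity change below -70%; inconclusive = maximum activity change from -70% to -50%; inactive = maximum activity change above -50%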;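 note: thallium influx rate constant from kinetic fluorescence after stimulation buffer; % is set by controls: 0 for no effect and ±100 for the full control effect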
#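 Virally transduced U2OS (3.1 isoform, 4 h infection in dark at RT) → overnight 37 C → FluxOr + Red40 in HBSS/HEPES, 45 min → stimulation buffer, 2 min kinetic read → rate constant vs DMSO controls.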
# ELG1 genotoxic = genotoxicity induction in ELG1-luciferase HEK293T cells | hit rate 1.3% among 330,000 | HEK293T ELG1-luciferase reporter, luminescence, 16 h | Potency, µM (highest dose often 46 µM), without a hit: at the top dose activity change, positive = activation, hits mostly activators | AID 504466; note: potency is the fitted concentration of half-maximal effect; % of control where 0% means no effect; nearly all actives have a fitted effect of over 60% in size
#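 Screening used a luciferase reporter fused to human ELG1 in HEK293T cells. Luminescence was read on a CCD plate imager after 16 hr exposure and 30 min ONE-Glo incubation.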
# RORg inh = blocks mouse ROR gamma transcriptional activity | Drosophila S2 Gal4-RORgamma UAS-luciferase reporter, 20 h | Potency, µM (titrated, usually from 53.6 µM), for the others: top-dose activity change, negative = inhibition, actives largely listed as inhibitors | hit rate 5.4% among 310,000 | P51450 | AID 2551; note: potency is the fitted concentration of half-maximal effect; % is set by controls: 0 for no effect and ±100 for the full control effect; nearly all actives have a fitted effect of over 60% in size
# Target sequence (P51450 whole entry, looked up, the tested form may be a part): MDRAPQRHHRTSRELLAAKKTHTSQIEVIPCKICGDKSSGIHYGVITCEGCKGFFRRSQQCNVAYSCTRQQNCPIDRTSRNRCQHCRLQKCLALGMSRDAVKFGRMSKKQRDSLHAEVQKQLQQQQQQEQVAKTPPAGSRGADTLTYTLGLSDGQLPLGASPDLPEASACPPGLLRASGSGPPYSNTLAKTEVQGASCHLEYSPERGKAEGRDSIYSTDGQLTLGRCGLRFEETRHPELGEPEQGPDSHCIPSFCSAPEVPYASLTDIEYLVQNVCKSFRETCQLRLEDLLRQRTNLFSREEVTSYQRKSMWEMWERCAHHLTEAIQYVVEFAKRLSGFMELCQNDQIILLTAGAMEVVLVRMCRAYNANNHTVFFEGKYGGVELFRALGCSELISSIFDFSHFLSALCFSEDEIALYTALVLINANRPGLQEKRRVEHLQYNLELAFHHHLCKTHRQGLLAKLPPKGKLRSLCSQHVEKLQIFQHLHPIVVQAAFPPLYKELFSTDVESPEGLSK
#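 Luminescence from a UAS-regulated Photinus luciferase reporter in stably transfected Drosophila Schneider cells is measured; decreased signal marks ROR gamma inhibition. Fusion expression is induced by 700 uM copper sulfate for 20 hr.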
# NPC1 promoter act = activators of NPC1 promoter; Huh7 NPC1 promoter luciferase reporter, 24 h; Potency, µM (series often up to 9.22 µM), for the others: top-dose activation, actives largely listed as activators; hit rate 2.4% among 320,000;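 note: potency is the fitted concentration of half-maximal effect; % of control where 0% means no effect; nearly all actives have a fitted effect of over 60% in size; reporter is driven by a mutant NPC1 promoter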
#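 NPC1 promoter–luciferase Huh7 cells; 24 h compound; luminescence.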
# FLuc counter = inhibits or activates purified firefly luciferase, miR-21 counter-screen | P08659 | purified FLuc, Km substrates, luminescence inhibition | Potency, µM (doses to about 57.5 µM), inactives show at the top dose activity change, negative = inhibition, most hits filed as inhibitors | hit rate 6.9% among 360,000 | AID 588342;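 note: potency is the fitted concentration of half-maximal effect; plate controls were vehicle for no effect and reference inhibitor for full effect; nearly all actives have a fitted effect of over 55% in size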
#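 Purified P. pyralis luciferase, 10 nM final, with Km-level 10 uM D-luciferin and 10 uM ATP in 50 mM Tris acetate pH 7.5, 10 mM Mg acetate, 0.01% Tween-20, 0.05% BSA; 6-point qHTS titration about 60 µM downward; luminescence read.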
# Tb PFK block = blocks T. brucei phosphofructokinase | O15648 | T. brucei PFK, ADP-Glo luminescence | Potency, µM (highest dose often 57.5 µM), for inactives: at the highest dose activity, negative = inhibition, hits mostly inhibitors | hit rate 0.17% among 330,000;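 note: potency is the fitted concentration of half-maximal effect; 0% = uninhibited 1x PFK enzyme wells and -100% = no-enzyme wells; nearly all actives have a fitted effect of over 60% in size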
# Target sequence (O15648 whole entry, looked up): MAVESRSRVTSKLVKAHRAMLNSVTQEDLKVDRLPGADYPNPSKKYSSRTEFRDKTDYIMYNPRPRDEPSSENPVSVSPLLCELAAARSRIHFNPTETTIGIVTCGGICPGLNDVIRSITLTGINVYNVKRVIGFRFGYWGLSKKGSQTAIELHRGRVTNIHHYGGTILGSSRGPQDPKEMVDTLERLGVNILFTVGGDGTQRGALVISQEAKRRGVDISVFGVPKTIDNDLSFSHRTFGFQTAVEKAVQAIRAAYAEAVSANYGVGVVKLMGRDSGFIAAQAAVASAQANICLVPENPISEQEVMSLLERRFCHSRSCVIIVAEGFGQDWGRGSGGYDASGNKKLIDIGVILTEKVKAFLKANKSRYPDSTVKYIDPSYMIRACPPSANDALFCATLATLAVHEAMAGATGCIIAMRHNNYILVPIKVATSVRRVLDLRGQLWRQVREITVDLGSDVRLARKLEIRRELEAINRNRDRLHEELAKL
#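 PFK 1.25 nM, F6P 0.5 mM, ATP 0.1 mM, 0.1 M TEA pH 8.0, 5 mM MgCl2, 0.01% Tween20, 0.1% BSA; 45 min RT. ADP-Glo readout. qHTS titration up to 57 uM; curves fitted, compounds curve-classed.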
# uPA generation = inhibitors of cell surface uPA generation. Potency, µM (series often up to 38.3 µM), inactives show top-dose activity change, negative = inhibition, actives largely listed as inhibitors. AID 540303. hit rate 0.31% among 330,000. cell surface uPA generation assay, qHTS; active = well fitted inhibition curve with a large enough effect; inconclusive = small, poorly fitted or top-dose-only effect; inactive = no such curve, though single readings can be large or run the other way; tested in mouse RAW 264.7 cells; note: potency is the fitted concentration of half-maximal effect; % is set by controls: 0 for no effect and ±100 for the full control effect; nearly all actives have a fitted effect of over 55% in size
# FBPA coupling cs = inhibits coupling enzyme system, counter-screen for aldolase hits; coupling enzyme system counterscreen, AmpLite Red fluorescence; activity change, negative = inhibition, % at 58.2 µM, hits read low; hit rate 0.67% among 290,000; AID 2472; in the data active = activity change below about -30%; note: % is set by controls: 0 for no effect and ±100 for the full control effect
#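 Final compound at 57.5 uM, incubated 10 min at RT with coupling enzyme reagent (glyceraldehyde-3-phosphate), then 20 min with substrate and AmpLite Red detection. Fluorescence read at 525/598 nm; tests interference with the coupling assay, not aldolase inhibition.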
# Rab9 prom act = activators of Rab9 promoter; Huh7 Rab9 promoter-luciferase reporter, luminescence, 24 h; Potency, µM (top dose mostly 9.22 µM), without a hit: at the top dose activation, negative = inhibition, hits mostly activators; hit rate 2.8% among 320,000; note: potency is the fitted concentration of half-maximal effect; % of control where 0% means no effect; nearly all actives have a fitted effect of over 60% in size
#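 Rab9 promoter-driven luciferase in stably transfected Huh7 cells; 1500 cells/well rested 2 h, exposed to compound in DMSO for 24 h at 37 °C, 5% CO2. Luminescence read 10 min after adding luciferase reagent at ambient temperature.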
# Giardia killer = Giardia lamblia killing. Giardia lamblia trophozoite viability. activity change, % at 7.66 µM, hits read low. hit rate 0.15% among 340,000; in the data active = activity change below about -80%; inconclusive = between about -30% and that limit;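 note: parasites exposed to compound for two days anaerobically before the ATP read; % is set by controls: 0 for no effect and ±100 for the full control effect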
#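 Luminescence from cellular ATP indicates surviving trophozoites (100 cells/well) following 48 hrs anaerobic compound treatment at 37 deg C; signal develops 15-30 min at room temperature.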
# * hit, by the source's call; ? = inconclusive; . = no result given; [ ] = another dose, or the depositor's remark. Unless noted, calls come from the whole dose curve; as a rule, active = well fitted curve in the direction sought with a large enough effect; inconclusive = small, poorly fitted or top-dose-only effect, or another doubt; inactive = no such curve, though single readings can be large; an effect the other way counts as inactive or inconclusive. Random draw from the library. Share with any hit: about 14%.
SMILES,VP16 counter,KCNH2 3.1 inh,ELG1 genotoxic,RORg inh,NPC1 promoter act,FLuc counter,Tb PFK block,uPA generation,FBPA coupling cs,Rab9 prom act,Giardia killer
Cc1ccc(S(=O)(=O)Nc2ccccc2F)cc1C(=O)OC(C)C(=O)N1CCOCC1 (stereo unspecified),.,4,-8%,.,3%,2%,-12%,1%,.,1%,19
COC(=O)c1cccnc1NC(=S)NC1CCCCC1,1.3µM*,-6,5%,0.63µM*,-6%,?,1%,-9%,2,0%,-1
CCCc1n(CC(O)COCC2CC=CCC2)c2ccccc2[n+]1C (stereo unspecified),-5%,-15,-10%,-18%,0%,0%,5%,-3%,-1,-1%,-20
CCOC(=O)/C=C1\CN(Cc2cc(OC)c(OC)c(OC)c2)S(=O)(=O)c2ccc(C(F)(F)F)cc21,?,3,0%,67%,-8%,10%,-2%,-6%,-3,-6%,1
O=C(Nc1ncccc1O)c1ccc(S(=O)(=O)N2CCCCCC2)cc1,.,9,?,.,17%,-4%,-5%,0%,.,29%,?
Cc1ccc(-c2nnc(CCC(=O)NCC3C4CC5CC(C4)CC3C5)o2)s1 (stereo unspecified),5%,-14,?,29%,?,19µM*,-2%,-2%,4,2.5µM*,6
O=C(Cn1cnc2cc([N+](=O)[O-])ccc2c1=O)NCCc1ccc(F)cc1,-8%,.,-1%,12%,-7%,5%,-2%,3%,1,0%,-21
Cc1ccc(C)c(NC(=O)CN(C)C(=O)COc2ncnc3sccc23)c1,-11%,-3,-4%,11%,1%,3%,-5%,-3%,1,-7%,6
COc1ccc2cc(S(=O)(=O)n3cnc(C)c3)ccc2c1,1%,1,0%,8%,-3%,?,-7%,2%,4,-1%,-21
COC(=O)c1nn(-c2ccccc2)c(Cl)c1/C=N/O,-1%[10 µM],-8,1%,-6%,-8%,2%,1%,4%,3,-2%,-6
CCCCc1nc2ccccc2c(=O)n1NC(=O)c1c(O)c2cccc3c2n(c1=O)CCC3,-1%,.,3%,-16%,14%,5%,-2%,.,3,-9%,.
CCOP(=O)(OCC)/C(=N/OC(=O)c1ccc(OC)cc1)C(N)=O,?,-2,0%,0%,-6%,-2%,1%,-5%,0,-12%,2
COc1ccc(/C=N/NC(=O)c2ccc3c(c2)NC(=O)C(C)(C)O3)cc1OC,-3%,-4,-20%,34%,-2%,?,6%,-8%,0,-3%,13
COc1cc(/C=N/NC(=O)c2nc3ccccn3c2C)cc(OC)c1O,-11%,12,-3%,-14%,-4%,-4%,0%,-3%,-3,-4%,3
CSCCC(NC(=O)c1cccc(C)c1)C(=O)O (stereo unspecified),-3%,-1,7%,-16%,-9%,2%,7%,5%,-1,3%,-1
Cc1cccc2c1N(CCOc1ccccc1Cl)C(=O)C2=O,-4%,5,12%,-6%,-5%,1%,6%,-13%,3,-1%,-22
c1ccc(-c2n[nH]c(-c3ccccc3)c2-c2nc3ccccc3[nH]2)cc1,-9%,-2,-4%,15%,-7%,-2%,5%,4%,1,-6%,-14
COc1cccc(C2c3c(-c4ccccc4O)n[nH]c3C(=O)N2Cc2ccco2)c1 (stereo unspecified),-5%,-19,1%,-23%,3%,-2%,0%,16%,-3,-2%,0
C=CCNC1=C(Cl)C(=O)N(c2ccccc2Cl)C1=O,-14%,2,-3%,-14%,-3%,-2%,0%,4%,3,-1%,-2
O=C(NCCCNCc1ccccc1)/C(=N\O)c1ccccc1,-5%,-19,5%,0%,-6%,1%,1%,-4%,4,1%,12
O=C(c1cc(-c2ccc(Cl)cc2)nc2ccccc12)N1CCOCC1,.,-4,-13%,.,1%,19µM*,-6%,-2%,.,6%,0
O=C(CN1C(=O)CSc2ccccc21)Nc1ccc2c(c1)OCCO2,0%,12,16%,29%,11%,?,5%,14%,1,8%,3
Cc1onc(-c2ccccc2Cl)c1C(=O)Nc1cccc(S(=O)(=O)NC2=NCCC2)c1,.,20,-1%,.,-2%,?,1%,3%,.,-10%,22
O=C(CCC(=O)N1CCOc2ccc(Cl)cc21)NCCCN1CCN(c2ccccc2F)CC1,6%,-10,-8%,12%,1%,1%,?,-13%,4,-5%,-19
Cc1cc(C)n(C(=O)Cn2nc([N+](=O)[O-])c(Br)c2C)n1,10%,-5,4%,-20%,-3%,3%,-6%,0%,0,5%,-5
COc1cc(C2CC(=O)NC3=C2C(=O)CC(C)(C)C3)ccc1O (stereo unspecified),1%,-1,1%,-4%,-3%,2%,-3%,2%,0,1%,29
COCC(O)CNc1ccccc1 (stereo unspecified),-18%,-14,-2%,11%,-7%,4%,-3%,-5%,-4,-1%,30[activator]
Cc1ccc(NC2c3ncccc3C(=O)N2Cc2cccs2)cc1C (stereo unspecified),1%,16,1%,1%,-4%,?,?,-7%,3,0%,25
CC(=O)Nc1cccc(-c2csc(Nc3cc(C)ccn3)n2)c1,-20%,14,-14%,-10%,2.5µM*,2.7µM*,-4%,0%,7,1.3µM*,10
CCn1c(CCNC(=O)c2cccs2)nnc1SCC(=O)Nc1ccc(Cl)cc1,9%,23,12%,?,0%,17µM*,0%,0%,0,-3%,7
O=C(NCc1nc2ccccc2[nH]1)c1ccco1,2%,3,20%,36%,2%,1%,-1%,5%,-2,5%,9
C=CCC(=O)NC(C)c1cnn(-c2ccccc2C)c1C (stereo unspecified),-12%,-4,0%,7%,-5%,-10%,-1%,-2%,1,14%,-20
Cn1c(NNC(=O)c2cccc3ccccc23)cc(=O)n(C)c1=O,-4%,-9,1%,3%,-6%,-2%,0%,-4%,-13,0%,54[activator]
COc1ccc(CCNC(=S)NCc2ccc(Cl)c(Cl)c2)cc1OC,-4%,3,-4%,?,-2%,-1%,?,9%,0,-4%,-16
COc1ccc(OCC(=O)Nc2c(C)ccc3nsnc23)cc1,-2%,-2,-2%,19%,3%,0%,0%,10%,.,6%,0
Cc1ccc2nc(SCC(=O)N3CCCCC3)nc(=O)n2c1,.,57,5%,.,-6%,-2%,3%,-1%,.,-14%,6
CCOC(=O)c1cc(C#N)c(SCC(=O)Nc2ccc(C(C)=O)cc2)[nH]c1=O,2%,17,16%,16%,11%,?,1%,7%,-3,19%,12
COc1ccc(-c2nc(CN3CCC(C(=O)NC4CCCC4)CC3)c(C)o2)cc1OC,-6%,13,3%,3%,-2%,1%,3%,8%,.,-2%,-2
CNS(=O)(=O)c1cccc(C(=O)OCC(=O)Nc2nc(OC)cc(OC)n2)c1,.,9,1%,.,.,.,1%,-3%,.,.,5
O=C(O)CSc1nnc(-c2ccncc2)n1-c1ccc(Cl)cc1,-3%,8,0%,-5%,0%,4%,4%,2%,17,0%,3
CCc1nnc(NC(=O)C(C)Sc2ccccc2)s1 (stereo unspecified),6%,28,2%,?,0%,5%,3%,10%,-1,4%,5
CN(C)S(=O)(=O)c1cccc(C(=O)Nc2ccc(S(=O)(=O)N3CCCC3)cc2)c1,9%,11,-10%,29%,-6%,0%,1%,-8%,2,-5%,-6
CCOc1cc(/C=C2/C(=O)N(c3ccccc3)N=C2C)ccc1OC(=O)c1ccco1,-6%,-9,6%,1%,-2%,?,-5%,1%,-13,3%,-6
Cc1noc2ncc(C(=O)c3cc(F)ccc3O)cc12,1%,10,0%,29%,0%,-1%,0%,3%,0,4%,-17
O=C(OC(C(=O)NC1CCCCC1)c1ccccc1F)c1ccco1 (stereo unspecified),-9%,-6,0%,0%,0%,2%,-20%,0%,0,-3%,15
COc1ccccc1CNc1nc(=S)[nH]c2cc(OC)c(OC)cc12,?,-4,-4%,-64%,2%,2%,-4%,-8%,-1,-6%,41[activator]
COCCNC(=O)C1CC(c2ccccc2C(F)(F)F)=NO1 (stereo unspecified),.,4,4%,.,-1%,2%,0%,-3%,.,0%,-26
CN1CCN(c2ncnc3c2cnn3-c2ccc(Cl)cc2)CC1,-36%,-4,?,-12%,?,0.95µM*,-3%,?,2,0.4µM*,-14
CC1=NNC(=O)C1C(c1ccccc1)C(C#N)C#N (stereo unspecified),-4%,3,0%,-26%,2%,0%,0%,.,0,-3%,10
Cc1ccc(-n2c(C)nnc2SCC(=O)N(C)C2CCS(=O)(=O)C2)cc1 (stereo unspecified),.,13,0%,.,-2%,-1%,-3%,10%,.,-1%,8
CCCc1ccc2oc(C(=O)N3CCCC3)c(C)c2c1,29%,2,?,-12%[1.91 µM],23%,21µM*,1%,3%,5,?,0
O=C(O)c1cc(S(=O)(=O)Nc2ccccc2Cc2ccccc2)ccc1Cl,4%,-2,0%,?,-7%,0%,0%,3%,13,1%,-9
COc1cccc(NC(=S)N(Cc2ccccn2)Cc2ccccc2Cl)c1,?,0,-7%,6.3µM*,-5%,4%,0%,-15%,1,2%,2
